Compound activity deposited in PubChem by National Center for Advancing Translational Sciences (NCATS).
HEK293 tox: cytotoxicity in counter-screen for GLP-1R inverse agonists; Potency, µM (titrated, usually from 38.3 µM), for the others: at the top dose activity change, negative = inhibition, hits mostly inhibitors; AID 624418; HEK293 cAMP-luciferase reporter cells, luminescence, 24 h; hit rate 0.13% among 410,000;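 also: loss of luciferase light is scored as toxicity; % is scaled to controls: 0 for no effect and ±100 for the full control effect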
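To flag toxic compounds, the library was rerun on cells for 24 hr at 37 deg C and 5% CO2. Viability-linked luminescence was captured 12 min after adding luciferase detection reagent.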
HT1080 IDH1KD tx: kills HT-1080 cells with IDH1 knockdown; HT-1080 IDH1 knockdown viability, ATP luminescence, 48 h; Potency, µM (top dose mostly 46.1 µM), without a hit: at the highest dose activity, negative = toxicity, hits mostly cytotoxic; hit rate 2% among 360,000; AID 686971;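 also: 0% = DMSO wells and -100% = cell-free medium wells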
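After a 2 h attachment period, IDH1KD HT-1080 cells took pin-transferred compound for 48 h at 37 °C; ATP-based luminescence after 10 min room-temperature reagent incubation reported viability.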
KB-V1 cytotox: kills drug-selected multidrug resistant KB-V1 cells; KB-V1 MDR cells viability, CellTiter-Glo, 72 h; Potency, µM (highest dose often 46.1 µM), without a hit: at the highest dose activity change, negative = cytotoxicity, usual class: cytotoxic; hit rate 3.4% among 400,000; also: % is scaled to controls: 0 for no effect and ±100 for the full control effect; nearly all actives have a fitted effect of over 60% in size
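KB-V1, DMEM (no phenol red) + 10% FBS; cpd pin-transferred, titration series; 72 h, 37 degrees C; CellTiter-Glo, luminescence. Data normalized, curve-fit.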
KB-3-1 tox: kills parental KB-3-1 adenocarcinoma cells. hit rate 1.4% among 400,000. AID 1347075. KB-3-1 viability, CellTiter-Glo ATP luminescence, 72 h. Potency, µM (doses to about 46.1 µM), inactives show top-dose activity change, negative = cytotoxic, hits mostly cytotoxic; also: % is scaled to controls: 0 for no effect and ±100 for the full control effect; nearly all actives have a fitted effect of over 60% in size
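Multi-concentration cytotoxicity screen in KB-3-1 cells grown in DMEM lacking phenol red with 10% FBS. After 72 h at 37 °C with compound, ATP-dependent luminescence was recorded.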
GLP-1R inv ag: inverse agonists of human GLP-1 receptor | P43220 | HEK293 GLP-1R CRE-luciferase, luminescence, 24 h; GLP-1R form is constitutively active | Potency, µM (top dose mostly 38.3 µM), inactives show top-dose activity change, negative = inhibition, hits mostly inhibitors | hit rate 1.6% among 410,000; also: % is scaled to controls: 0 for no effect and ±100 for the full control effect; nearly all actives have a fitted effect of over 55% in size
Target sequence (P43220 whole entry, looked up): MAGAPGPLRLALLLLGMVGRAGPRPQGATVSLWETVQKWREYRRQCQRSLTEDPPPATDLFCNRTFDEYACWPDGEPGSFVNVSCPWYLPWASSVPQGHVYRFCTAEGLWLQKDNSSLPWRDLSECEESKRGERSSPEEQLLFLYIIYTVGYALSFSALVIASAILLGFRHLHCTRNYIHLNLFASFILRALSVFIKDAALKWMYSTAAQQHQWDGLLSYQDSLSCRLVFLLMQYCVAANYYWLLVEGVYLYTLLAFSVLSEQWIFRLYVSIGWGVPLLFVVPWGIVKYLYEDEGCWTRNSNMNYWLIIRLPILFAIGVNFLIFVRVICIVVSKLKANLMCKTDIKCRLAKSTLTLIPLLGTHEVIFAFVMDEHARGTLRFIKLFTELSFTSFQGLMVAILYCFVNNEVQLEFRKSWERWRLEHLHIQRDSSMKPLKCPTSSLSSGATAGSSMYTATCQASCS
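Cells are plated, allowed 12 hours at 37 deg C, then treated with compounds for 24 hr before luciferase detection reagent is added and luminescence is read after 12 min at room temperature. The HEK293 line carries constitutively active GLP-1R with a cAMP-responsive reporter.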
TDP-43 yeast inh: inhibitors of TDP-43 toxicity in yeast; hit rate 1.8% among 410,000; TDP-43 expressing yeast growth rescue, BacTiter-Glo, 24 h; AID 652104; Potency, µM (doses to about 46.1 µM), without a hit: top-dose growth rescue (activation), actives largely listed as activators; also: % of control where 0% means no effect; nearly all actives have a fitted effect of over 50% in size
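Readout is BacTiter-Glo luminescence of cell growth, so inhibitors register as activators. TDP-43-expressing yeast at OD600=0.02 in galactose medium, after raffinose pregrowth to mid-log, were incubated with compound for 24 hr at 30 deg C.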
GLP-1R agonist: agonists of human GLP-1 receptor | P43220 | HEK293 GLP-1R CRE-luciferase, luminescence, 4-6 h; cells express a hypersensitive GLP-1R form | Potency, µM (top dose mostly 45.6 µM), for inactives: at the top dose activation, usual class: activators | hit rate 0.007% among 380,000 | AID 624172; also: % of control where 0% means no effect
SW480 rerep: induces DNA re-replication in SW480 colon adenocarcinoma cells | SW480 DNA re-replication, Hoechst DNA content imaging, 48 h | Potency, µM (titrated, usually from 46.1 µM), inactives show at the highest dose re-replication activation, most hits filed as activators | hit rate 1.8% among 340,000; also: % of control where 0% means no effect; nearly all actives have a fitted effect of over 55% in size
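250 cells/well; 23 nL cpd via pin tool; 48 hr, 37 C, 5% CO2; Hoechst 40 min; imager read of total nuclear intensity, ex 405/em 500-530 nm.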
HT1080NT lethal: kills 2HG-producing HT-1080-NT fibrosarcoma cells. HT-1080-NT fibrosarcoma viability, CellTiter-Glo ATP luminescence, 48 h. Potency, µM (titrated, usually from 46.1 µM), for the others: at the top dose activity, negative = less viability, most hits filed as cytotoxic. hit rate 1.6% among 360,000. AID 686970;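 also: NT is the 2HG producing partner of a matched IDH1 knockdown line; 0% = DMSO-treated cells and -100% = media-only wells without cells; nearly all actives have a fitted effect of over 55% in size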
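A 48-hour cytotoxicity screen used HT-1080-NT cells plated 2 hours before compound delivery. ATP-based CellTiter-Glo luminescence measured viability, normalized to DMSO and no-cell controls.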
* marks the source's active call; other numbers are inactive results; ? = inconclusive; / = no result given; [ ] = another dose, or the depositor's remark. Calls follow the shape of the dose curve; as a rule, active = well fitted curve in the direction sought with a large enough effect; inconclusive = small, poorly fitted or top-dose-only effect, or another doubt; inactive = no such curve, though single readings can be large; an effect the other way counts as inactive or inconclusive. Potency is read from the fitted curve at half-maximal effect. Compounds as they come; 9.4% or so of the library scored in one or more.

SMILES	HEK293 tox	HT1080 IDH1KD tx	KB-V1 cytotox	KB-3-1 tox	GLP-1R inv ag	TDP-43 yeast inh	GLP-1R agonist	SW480 rerep	HT1080NT lethal
CC(=O)Nc1ccccc1OCC(=O)NCCc1ccc(Cl)cc1Cl	2%	-10%	0%	-6%	-11%	12%	0%	-2%	-9%
CCN(C(=O)COC(=O)CSc1ccc(C)cc1C)c1c(N)n(Cc2ccccc2)c(=O)[nH]c1=O	-15%	3%	19%	?	-4%	6%	4%	0%	-8%
CSCC[C@H](N)C(=O)NCC1CCC(C(=O)Nc2ccc3c(c2)OCO3)CC1 (stereo not given in full)	-9%	0%	-11%	0%	-2%	18%	-2%	-2%	0%
Fc1cccc(F)c1[B-](F)(F)F	-12%	-2%	-3%	6%	7%	-8%	-3%	?	-1%
Cc1ccc(S(=O)(=O)N2CCOCC2)cc1NC(=O)COc1ccc2c(C)cc(=O)oc2c1	10%	0%	/	/	3%	-6%	1%	2%	25%
CCC(=O)N1c2ccccc2C(N(C(C)=O)c2ccccc2)CC1C (stereo not given)	?	-13%	?	?	9%	-5%	-7%	0%	-5%
CC1(C)Cc2noc(N)c2C(C)(C)N1OC(=O)c1ccccc1	-11%	7%	-12%	-10%	-1%	4%	-4%	-6%	6%
O=C(CCC(=O)N1CCOc2ccccc21)NC1CCCCCC1	0%	0%	4%	1%	-26%	14%	14%	1%	3%
CC1CCN(Cc2nnnn2-c2cccc([N+](=O)[O-])c2)CC1	-19%	4%	-11%	7%	1%	14%	0%	-10%	-5%
COc1ccc(C)cc1S(=O)(=O)N1c2ccccc2CC1C (stereo not given)	-2%	-21%	?	-17%	0%	-10%	0%	?	-14%
COc1cc(NC(=O)C2CCCCC2)c(OC)cc1NC(=O)c1ccco1	69%[activator]	2%	-1%	0%	?	-17%	7%	-3%	-5%
Cc1ccc(S(=O)(=O)N2CCN(c3nc(C(C)C)c4c(c3C#N)CC(C)(C)OC4)CC2)cc1	3%	-29%	-19%	?	-3%	-14%	-22%	?	-4%
O=C(CSc1ccccn1)Nc1cccc(S(=O)(=O)N2CCCC2)c1	1%	-1%	8%	7%	6%	-1%	0%	-7%	2%
COc1ccc(/C=C/C(=O)O)cc1S(=O)(=O)N1CCc2ccccc21	7%	-16%	10%	1%	32%[activator]	10%	-2%	-5%	-6%
O=C(Nc1cccc(C(=O)N2CCCCC2)c1)c1ccc(Cl)cc1	?	-6%	-41%	-12%	?	-2%	7%	-4%	-7%

11 entries from above, ordered by length of the SMILES, rising:
SMILES	HEK293 tox	HT1080 IDH1KD tx	KB-V1 cytotox	KB-3-1 tox	GLP-1R inv ag	TDP-43 yeast inh	GLP-1R agonist	SW480 rerep	HT1080NT lethal
Fc1cccc(F)c1[B-](F)(F)F	-12%	-2%	-3%	6%	7%	-8%	-3%	?	-1%
COc1ccc(C)cc1S(=O)(=O)N1c2ccccc2CC1C (stereo not given)	-2%	-21%	?	-17%	0%	-10%	0%	?	-14%
CC(=O)Nc1ccccc1OCC(=O)NCCc1ccc(Cl)cc1Cl	2%	-10%	0%	-6%	-11%	12%	0%	-2%	-9%
CC1(C)Cc2noc(N)c2C(C)(C)N1OC(=O)c1ccccc1	-11%	7%	-12%	-10%	-1%	4%	-4%	-6%	6%
O=C(Nc1cccc(C(=O)N2CCCCC2)c1)c1ccc(Cl)cc1	?	-6%	-41%	-12%	?	-2%	7%	-4%	-7%
O=C(CSc1ccccn1)Nc1cccc(S(=O)(=O)N2CCCC2)c1	1%	-1%	8%	7%	6%	-1%	0%	-7%	2%
COc1cc(NC(=O)C2CCCCC2)c(OC)cc1NC(=O)c1ccco1	69%[activator]	2%	-1%	0%	?	-17%	7%	-3%	-5%
COc1ccc(/C=C/C(=O)O)cc1S(=O)(=O)N1CCc2ccccc21	7%	-16%	10%	1%	32%[activator]	10%	-2%	-5%	-6%
CSCC[C@H](N)C(=O)NCC1CCC(C(=O)Nc2ccc3c(c2)OCO3)CC1 (stereo not given in full)	-9%	0%	-11%	0%	-2%	18%	-2%	-2%	0%
Cc1ccc(S(=O)(=O)N2CCOCC2)cc1NC(=O)COc1ccc2c(C)cc(=O)oc2c1	10%	0%	/	/	3%	-6%	1%	2%	25%
Cc1ccc(S(=O)(=O)N2CCN(c3nc(C(C)C)c4c(c3C#N)CC(C)(C)OC4)CC2)cc1	3%	-29%	-19%	?	-3%	-14%	-22%	?	-4%

Going on with the list.
SMILES	HEK293 tox	HT1080 IDH1KD tx	KB-V1 cytotox	KB-3-1 tox	GLP-1R inv ag	TDP-43 yeast inh	GLP-1R agonist	SW480 rerep	HT1080NT lethal
CCOC(=O)c1c(S(=O)(=O)NCCCc2ccco2)c(C)n(C)c1C	0%	3%	?	-1%	2%	3%	7%	3%	7%
CCCn1c(SCc2nc(-c3cc(OC)ccc3OC)no2)nnc1-c1ccc(Cl)cc1	2%	/	?	-1%	-22%	?	/	/	/
COc1ccc(C2c3c(n(C)c4ccccc34)C(=O)N2CC(=O)Nc2ccc(F)cc2)cc1 (stereo not given)	0%	/	-1%	4%	-8%	-6%	/	/	/
O=C(NCc1ccccc1)C1=C[C@@H](C2CC2)C[C@@H](OCc2ccc(CO)cc2)O1	-14%	5%	-23%	0%	-4%	15%	3%	12%	1%
COc1ccc(C2C(C(=O)NCc3ccccn3)c3cc(OC)c(OC)cc3C(=O)N2C)cc1 (stereo not given)	64%[activator]	1%	3%	-12%	25%	-20%	8%	0%	-15%
CCCOc1ccccc1C(=O)N(Cc1ccco1)C1CCS(=O)(=O)C1 (stereo not given)	-1%	22%	-4%	18%	16%	6%	6%	-1%	17%
O=C1C2CC=CCC2C(=O)N1c1nccs1 (stereo not given)	1%	14%	2%	11%	18%	-12%	0%	-5%	6%
O=C(Nc1ccccc1)c1cc2ccccc2[nH]1	19%	-28%	-6%	-5%	18%	-17%	4%	-8%	0%
CCCCn1c(N)c(N(CCOC)C(=O)CSCc2ccc(C)cc2)c(=O)[nH]c1=O	1%	0%	-4%	2%	4%	17%	10%	-1%	-9%
COc1ccccc1CCc1nnc(CCC(=O)N(C)Cc2cccc3ncccc23)o1	-5%	-8%	8.2µM*	-6%	12%	13%	5%	0%	-3%
O=C(O)CSc1c(-c2ccccc2)c2cc(Cl)ccc2[nH]c1=O	-11%	-1%	10%	4%	-3%	-21%	0%	0%	-1%
O=C(Oc1cccc2cccnc12)c1cccc(N2C(=O)C3C4CCC(C4)C3C2=O)c1 (stereo not given)	2.5µM*	?	-29%	0%	2.8µM*	-96%[inhibitor]	1%	?	?
CN(CC(=O)Nc1cccc(F)c1)C(=O)/C=C/c1cc(Br)ccc1OC(F)F	-9%	0%	?	-8%	?	20µM*	-2%	3%	-9%
CCOC(CNC(=O)c1cccn2c(=O)c3cc(Cl)ccc3nc12)OCC	40%[activator]	-1%	-1%	?	0%	-16%	4%	11%	18%
CCOC(=O)c1cc(-c2cc3ccccc3o2)nc2c1c(=O)[nH]c(=O)n2CCOC	-4%	19%	-2%	11%	12%	-2%	4%	-1%	16%
CCc1nc(SCC(=O)NCC2CCCO2)c2oc3ccccc3c2n1 (stereo not given)	14%	-3%	-8%	-25%	-12%	3%	10%	2%	4%
COc1ccccc1CNC(=O)COc1cc(=O)n(C)c2ccccc12	0%	/	-15%	-3%	-1%	19%	6%	/	/
O=C(NNc1cccc(Cl)n1)Nc1ccccc1	2%	3%	3%	1%	4%	16%	4%	-3%	7%
COc1ccc(NC(=O)CSc2nnc(-c3ccccc3C)n2N)cc1	-14%	0%	-16%	7%	0%	15%	-10%	-6%	3%
Cc1ccc2c(c1)[C@@H]1[C@H](CO2)[C@H](c2ccccc2)[C@]2(C)C(=O)N[C@H](C)C(=O)N12	4%	7%	18%	16%	12%	1%	3%	-5%	1%
COc1ccc(C)cc1NC(=O)Cc1c(C(=O)O)n(C)c2ccccc12	-4%	22%	18%	-1%	-4%	-22%	4%	-1%	11%
COc1cccc(/C=C(\C#N)c2nc3ccc(C)cc3[nH]2)c1OCC(=O)O	18%	1%	-6%	26%	24%	17%	0%	38%	5%
COC(=O)C1(CCSC)NC(c2ccc(O)cc2)C2C(=O)N(c3ccc(F)cc3)C(=O)C21 (stereo not given)	-5%	-2%	12%	-1%	7%	-2%	6%	0%	-8%
Cc1ccc(-c2csc(=Nc3cccnc3)n2CCCN2CCCC2=O)cc1C	2%	-12%	?	?	12%	6%	14%	10%	-23%
Cc1ccc(CSc2nnc(-c3cccc(S(=O)(=O)N4CCOCC4)c3)n2C2CCCC2)cc1	3%	?	?	?	3%	-1%	-1%	3%	-27%
COc1ccc(C(=O)Nc2nc(N)n(-c3ccccc3)n2)cc1OC	-5%	7%	13%	12%	19%	4%	-9%	-1%	10%
COc1ccc(NC(=O)c2c(F)cccc2F)cc1S(=O)(=O)Nc1ccc(Br)cc1	-28%	-19%	10µM*	-11%	?	12%	-2%	?	-1%
CCc1ncc(C(O)c2cccc(OC)c2OC)n1C (stereo not given)	12%	-10%	-15%	6%	-11%	-21%	-9%	-7%	14%
